Source: PubChem
TcdB GH inh – inhibitors of Clostridioides difficile toxin B glycohydrolase; P18177; TcdB glycohydrolase enzymatic assay, plate reader; inhibition, % at 9.99 µM; hit rate 0.24% among 350,000; in the data active means inhibition above about 10%
BioA inh – inhibitors of Mycobacterium tuberculosis BioA enzyme. hit rate 0.096% among 360,000. inhibition, % at 9.99 µM. purified M. tuberculosis BioA enzyme, plate reader; in the data active means inhibition above about 40%
An asterisk follows results filed as active.

Molecule	TcdB GH inh	BioA inh
C[C@@H](O)C#Cc1ccc2c(c1)O[C@@H](CN(C)Cc1ccc(-c3ccccc3)cc1)[C@@H](C)CN([C@@H](C)CO)S2(=O)=O	-0.2	-2.7
COc1ccc(S(=O)(=O)N[C@H]2C=C[C@H](CC(=O)N3CCc4ccccc4C3)O[C@H]2CO)cc1	1.2	-0.3
Cc1ccc(S(=O)(=O)Nc2cccc3c2O[C@@H](CN(C)Cc2ccc(-c4ccccc4)cc2)[C@H](C)CN([C@H](C)CO)C3=O)cc1	0.3	-1.7
C[C@H]1CN([C@@H](C)CO)C(=O)Cc2cc(NC(=O)NC3CCCCC3)ccc2O[C@H]1CN(C)S(=O)(=O)c1ccc(F)cc1	-0.1	5.2
C[C@H](CO)N1C[C@H](C)[C@H](CN(C)C(=O)NC2CCCCC2)Oc2c(NC(=O)NC3CCCCC3)cccc2C1=O	1.3	0.9
CCCN(C)C[C@@H]1OCCCC[C@@H](C)Oc2ccc(N(C)C)cc2C(=O)N([C@H](C)CO)C[C@@H]1C	-21	-2.7
COCC(=O)Nc1ccc2c(c1)C(=O)N(C)C[C@@H](OC)[C@@H](C)CN(C(=O)NC(C)C)[C@@H](C)CO2	-2.4	-2.4
COc1ccc(NC(=O)Nc2ccc3c(c2)CC(=O)N([C@H](C)CO)C[C@H](C)[C@H](CN(C)C)O3)cc1	-0.3	-5.8
Cc1cc(C(=O)Nc2ccc3c(c2)C(=O)N(C)[C@@H]2CC[C@H](CC(=O)N[C@H](C)c4ccccc4)O[C@H]2CO3)no1	1.2	3.1
O=C1O[C@H](c2ccccc2)[C@H](c2ccccc2)N2[C@H]1[C@@H](C(=O)N1CCN(c3ncccn3)CC1)[C@]1(C(=O)Nc3ccc(C#CC4=CCCCC4)cc31)[C@H]2c1ccc(OCCO)cc1	0.4	-0.9
O=C(N[C@@H]1CC[C@@H](CCNS(=O)(=O)c2cccc(Cl)c2)O[C@H]1CO)c1ccc(F)cc1	-0.6	4.8
C[C@@H]1CN([C@@H](C)CO)C(=O)c2cc(NC(=O)Nc3cccc4ccccc34)ccc2O[C@H]1CN(C)C(=O)Nc1ccccc1	-0.1	-1.4
COC(=O)[C@@H]1[C@@H](CO)[C@@H]2Cn3c(ccc(-c4ccccc4F)c3=O)[C@@H]2N1C(=O)c1ccccn1	0.0	-0.8
O=C(C[C@@H]1C[C@@H]2c3cc(NC(=O)Nc4ccc(C(F)(F)F)cc4)ccc3O[C@@H]2[C@H](CO)O1)NC1CCCCC1	0.3	-0.5
C[C@H](CO)N1C[C@H](C)[C@H](CN(C)C(=O)C2CCCCC2)Oc2ncc(-c3cccc(F)c3)cc2C1=O	1.6	18
O=C(c1ccncc1)N1C[C@H]2[C@@H](c3ccccc31)[C@@H](CO)N2C(=O)CN1CCOCC1	-0.1	13
CC(C)C#Cc1cnc2c(c1)C(=O)N([C@@H](C)CO)C[C@H](C)[C@H](CN(C)Cc1ccccn1)O2	-0.4	-2.1
C[C@@H]1CN([C@@H](C)CO)S(=O)(=O)c2ccc(-c3ccc(F)cc3)cc2O[C@H]1CN(C)C	-0.6	0.9
C[C@H]1CN([C@@H](C)CO)C(=O)c2cc(-c3ccc(C(=O)N(C)C)cc3)cnc2O[C@H]1CN(C)C(=O)C1CC1	1.3	1.0
COc1ccc(CN(C)C[C@@H]2Oc3ccc(NC(=O)NC4CCCCC4)cc3C(=O)N([C@H](C)CO)C[C@@H]2C)cc1	-1.2	-0.6
CC(=O)N(C)C[C@@H]1Oc2ncc(-c3cccnc3)cc2C(=O)N([C@H](C)CO)C[C@H]1C	1.4	-1.4
O=C(Nc1ccccc1F)N[C@H]1CC[C@H](CCNS(=O)(=O)c2ccc(Cl)cc2)O[C@H]1CO	-0.5	-3.7
OC[C@@H]1Nc2ccc(-c3ccccc3)cc2[C@H]2[C@@H]1CCN2Cc1ccccc1F	1.8	4.2
Cc1noc(C)c1NC(=O)N(C)C[C@@H]1Oc2cc(C#CCN(C)C)ccc2S(=O)(=O)N([C@@H](C)CO)C[C@H]1C	-0.4	0.0
O=C(Nc1cc(F)ccc1F)N1CCCCN2[C@H](CO)[C@@H](c3ccc(-c4cncnc4)cc3)[C@@H]2C1	0.3	-4.1

Compound profiles, from the list above. Values in the order: TcdB GH inh	BioA inh
COc1ccc(S(=O)(=O)N[C@H]2C=C[C@H](CC(=O)N3CCc4ccccc4C3)O[C@H]2CO)cc1 is listed with 1.2	-0.3
C[C@@H]1CN([C@@H](C)CO)C(=O)c2cc(NC(=O)Nc3cccc4ccccc34)ccc2O[C@H]1CN(C)C(=O)Nc1ccccc1 is listed with -0.1	-1.4

More compounds:
Molecule	TcdB GH inh	BioA inh
Cc1ccc(S(=O)(=O)N(C)C[C@@H]2OCCCC[C@@H](C)Oc3ccc(NC(=O)c4ccncc4)cc3C(=O)N([C@H](C)CO)C[C@@H]2C)cc1	-0.2	0.7
C[C@H](CO)N1C[C@H](C)[C@@H](CN(C)S(=O)(=O)c2cccs2)Oc2ccc(NC(=O)Nc3cccc4ccccc34)cc2C1=O	0.6	-1.5
C[C@@H]1CN([C@@H](C)CO)S(=O)(=O)c2ccc(-c3ccc(F)cc3)cc2O[C@H]1CN(C)CC1CC1	-1.0	-1.3
COCC#Cc1ccc([C@H]2[C@@H](CO)N3CCCCN(C(=O)NC4CCCC4)C[C@@H]23)cc1	-0.8	-1.5
Cc1noc(C)c1S(=O)(=O)N(C)C[C@@H]1OCCCC[C@@H](C)Oc2ccc(NC(=O)Nc3ccccc3)cc2C(=O)N([C@H](C)CO)C[C@H]1C	0.0	-1.0
CC=Cc1ccc2n(c1=O)C[C@H]1[C@H](CO)[C@@H](C(=O)NCC3CC3)N(Cc3ccncc3)[C@@H]21 (mixture of isomers)	-0.4	-1.2
CN1[C@H](C(=O)NCC(F)(F)F)[C@@H](CO)[C@@H]2Cn3c(ccc(-c4ccccc4F)c3=O)[C@@H]21	-0.2	-0.6
C[C@H]1CN([C@@H](C)CO)C(=O)c2cc(NC(=O)c3ccncc3)ccc2O[C@H]1CN(C)CC1CCCCC1	0.5	0.4
O=C(C[C@H]1CC[C@H](NS(=O)(=O)c2ccc(F)cc2)[C@H](CO)O1)N1CCc2ccccc2C1	-0.4	-3.2
O=C(N[C@@H]1C=C[C@H](CC(=O)N2CCOCC2)O[C@@H]1CO)c1ccc2c(c1)OCO2	0.2	1.1
C[C@@H]1CN([C@H](C)CO)S(=O)(=O)c2ccc(-c3cccc(F)c3)cc2O[C@H]1CN(C)CC1CC1	0.0	-0.3
COc1ccc(NC(=O)Nc2ccc3c(c2)C(=O)N([C@@H](C)CO)C[C@H](C)[C@H](CN(C)Cc2ccccc2)OCCCC[C@@H](C)O3)cc1	0.8	-0.8
O=C(NCC[C@H]1CC[C@H](NS(=O)(=O)c2ccccc2)[C@@H](CO)O1)c1ccc2c(c1)OCO2	-0.3	0.1
C[C@@H]1CN([C@H](C)CO)C(=O)Cc2cc(NC(=O)Cc3ccccc3)ccc2O[C@@H]1CN(C)S(C)(=O)=O	0.0	-1.5
C[C@H]1CN([C@@H](C)CO)C(=O)c2cc(NS(=O)(=O)c3ccc(F)cc3)ccc2O[C@H]1CN(C)CC1CCCCC1	1.0	0.5
COc1ccc(NC(=O)N(C)C[C@H]2Oc3c(NS(=O)(=O)c4cn(C)cn4)cccc3C(=O)N([C@H](C)CO)C[C@H]2C)cc1	-0.9	-0.8
O=C(C[C@@H]1C[C@@H]2c3cc(NC(=O)CC4CC4)ccc3O[C@@H]2[C@@H](CO)O1)NCc1ccc2c(c1)OCO2	0.4	0.8
CC(=O)N(C)C[C@@H]1Oc2ncc(C#C[C@@H](C)O)cc2C(=O)N([C@@H](C)CO)C[C@H]1C	1.1	-1.9
NCC[C@@H]1CC[C@@H](NS(=O)(=O)c2ccc(Cl)cc2)[C@@H](CO)O1	-0.2	-1.7
COc1cccc(NC(=O)N(C)C[C@H]2Oc3ncc(C#Cc4cccnc4)cc3C(=O)N([C@H](C)CO)C[C@@H]2C)c1	-0.5	8.2
CCNC(=O)C[C@@H]1CC[C@@H]2[C@H](COc3ccc(NC(=O)Nc4ccccc4OC)cc3C(=O)N2C)O1	0.4	-2.1
COc1cccc(-c2ccc3c(c2)O[C@H](CN(C)C(C)=O)[C@H](C)CN([C@@H](C)CO)S3(=O)=O)c1	-1.2	-0.1
Cc1noc(C)c1NC(=O)Nc1ccc2c(c1)CC(=O)N([C@@H](C)CO)C[C@H](C)[C@@H](CN(C)S(=O)(=O)c1c(C)noc1C)O2	-0.2	0.9
CC(=O)N(C)C[C@H]1Oc2ncc(-c3ccc(C)cc3)cc2C(=O)N([C@H](C)CO)C[C@H]1C	0.4	-0.3
CC(C)NC(=O)N(C)C[C@@H]1Oc2ccc(NC(=O)C3CC3)cc2CC(=O)N([C@H](C)CO)C[C@@H]1C	0.4	-1.3

In a second layout: results already given
molecule: Cc1ccc(S(=O)(=O)N(C)C[C@@H]2OCCCC[C@@H](C)Oc3ccc(NC(=O)c4ccncc4)cc3C(=O)N([C@H](C)CO)C[C@@H]2C)cc1
  TcdB GH inh: -0.2; BioA inh: 0.7
molecule: C[C@H](CO)N1C[C@H](C)[C@H](CN(C)C(=O)NC2CCCCC2)Oc2c(NC(=O)NC3CCCCC3)cccc2C1=O
  TcdB GH inh: 1.3; BioA inh: 0.9
molecule: COc1ccc(CN(C)C[C@@H]2Oc3ccc(NC(=O)NC4CCCCC4)cc3C(=O)N([C@H](C)CO)C[C@@H]2C)cc1
  TcdB GH inh: -1.2; BioA inh: -0.6
molecule: C[C@@H]1CN([C@@H](C)CO)S(=O)(=O)c2ccc(-c3ccc(F)cc3)cc2O[C@H]1CN(C)C
  TcdB GH inh: -0.6; BioA inh: 0.9

The listing continues:
Molecule	TcdB GH inh	BioA inh
COCCNC(=O)C[C@@H]1CC[C@@H]2[C@H](COc3ccc(NC(=O)Cc4ccccc4)cc3C(=O)N2C)O1	-0.6	-1.0
C[C@@H]1CCCCO[C@@H](CN(C)C(=O)Nc2ccc3c(c2)OCO3)[C@H](C)CN([C@H](C)CO)C(=O)c2cc(NC(=O)CCCN(C)C)ccc2O1	3.1	1.2
O=C(C[C@H]1CC[C@@H]2[C@H](COC[C@H](O)CN2S(=O)(=O)c2cccc(F)c2)O1)NCCCN1CCOCC1	1.0	-1.1
C[C@@H]1CN([C@H](C)CO)S(=O)(=O)c2ccc(C#CC3CCCC3)cc2O[C@H]1CN(C)C(=O)Nc1cc(F)ccc1F	0.5	3.3
CO[C@H]1CN(C)C(=O)c2cc(NS(=O)(=O)c3cn(C)cn3)ccc2OC[C@@H](C)N(CC2CC2)C[C@@H]1C	0.4	-1.9
C[C@H](CO)N1C[C@H](C)[C@H](CN(C)C(=O)c2cnccn2)Oc2ncc(C#Cc3ccccn3)cc2C1=O	0.0	-1.6
C[C@@H]1CN([C@@H](C)CO)C(=O)c2cc(NC(=O)Nc3cccc4ccccc34)ccc2O[C@@H]1CN(C)Cc1ccc(C(=O)O)cc1	-0.8	5.2
O=C(Nc1ccccc1)N1CCCCN2[C@@H](CO)[C@H](c3ccc(Br)cc3)[C@@H]2C1	0.4	3.6
COCC(=O)N(C)C[C@@H]1Oc2cc(C#CCC(C)C)ccc2S(=O)(=O)N([C@@H](C)CO)C[C@H]1C	0.8	0.3
CO[C@@H](CN(C)Cc1nccs1)[C@@H](C)CN([C@@H](C)CO)S(=O)(=O)c1ccc(C)cc1	-0.2	-0.4
O=C(C[C@H]1C[C@H]2c3cc(NC(=O)NC4CCCC4)ccc3O[C@H]2[C@@H](CO)O1)NCc1ccc2c(c1)OCO2	0.4	0.3
CC(=O)N1[C@H](CO)[C@H]2c3ccccc3N(S(=O)(=O)c3ccccc3C)C[C@H]21	1.1	-2.1
O=C(Nc1ccccc1F)N1CCCCN2[C@H](C1)[C@@H](c1ccc(C#Cc3cccnc3)cc1)[C@@H]2CO	-0.8	-3.3
Cc1ccc(S(=O)(=O)N(C)C[C@@H]2OCCCC[C@H](C)Oc3ccc(NC(=O)Nc4ccccc4)cc3C(=O)N([C@@H](C)CO)C[C@H]2C)cc1	0.1	-5.4
C[C@@H]1CN([C@@H](C)CO)C(=O)Cc2cc(NC(=O)Nc3ccc4c(c3)OCO4)ccc2O[C@@H]1CN(C)Cc1ccccc1	0.4	-1.2
C[C@@H]1CCCCO[C@H](CN(C)C(=O)CCC(F)(F)F)[C@H](C)CN([C@@H](C)CO)C(=O)c2cc(N(C)C)ccc2O1	-27	0.2
COc1ccc(NC(=O)Nc2ccc3c(c2)C(=O)N([C@@H](C)CO)C[C@H](C)[C@@H](CN(C)S(=O)(=O)c2ccc(C)cc2)OCCCC[C@@H](C)O3)cc1	-2.2	-5.5
Cc1ccc(S(=O)(=O)N(C)C[C@@H]2Oc3ccc(NC(=O)CCN4CCOCC4)cc3C(=O)N([C@H](C)CO)C[C@H]2C)cc1	-0.3	-1.4
C[C@H]1CCCCO[C@H](CN(C)Cc2ccc(C(=O)O)cc2)[C@@H](C)CN([C@@H](C)CO)C(=O)c2cc(NC(=O)Nc3ccc4c(c3)OCO4)ccc2O1	-2.2	1.8
COC(=O)C[C@H]1C[C@@H]2c3cc(NC(=O)Nc4ccccc4F)ccc3O[C@@H]2[C@H](CO)O1	-0.1	12
COc1ccc(NC(=O)N(C)C[C@@H]2Oc3ccc(NC(=O)Nc4ccc5c(c4)OCO5)cc3C(=O)N([C@@H](C)CO)C[C@H]2C)cc1	0.7	-0.1
C[C@@H]1CCCCO[C@H](CN(C)Cc2ccccc2)[C@H](C)CN([C@@H](C)CO)C(=O)c2cc(N(C)C)ccc2O1	-29	2.2

The list is partial. The share of hits here may be higher or lower than overall.
